# Source: PubChem BioAssay (The Scripps Research Institute Molecular Screening Center)
# CHO parental Ca – counter-screen for OX1R antagonists: effect in parental CHO cells | parental CHO-K1, ATP-induced calcium, Fluo-8 fluorescence | inhibition, % at 5.6 µM | 330,000 compounds, 0.63% hits;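 active = inhibition above that plate's mean sample inhibition plus 3 SD, cut at about 26% in these data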;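 note: 0% = ATP-challenged DMSO wells and 100% = DMSO wells without ATP; some compounds past the cut are filed as inactive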
#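 Test system: untransfected parental CHO cell line. Compound: one dose, 5.6 µM nominal. Detection: intracellular calcium via Fluo-8 no-wash fluorescent dye. Measure: % inhibition. Benchmarks: ATP-challenged DMSO wells low, unchallenged DMSO wells high.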
# TAAR1 antagonist – human TAAR1 antagonism; CHO RD-HGA16 TAAR1, Fluo-8 calcium fluorescence, antagonist; inhibition, % at 3 µM; 360,000 compounds, 1.5% hits;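 active = inhibition above a per-plate cutoff, the mean inhibition of test compounds on that plate plus 3 SD, cut at about 49% in these data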;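 note: 0% = DMSO plus EC80 beta-PEA response and 100% = DMSO alone without agonist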
# Target sequence (Q96RJ0 whole entry, looked up): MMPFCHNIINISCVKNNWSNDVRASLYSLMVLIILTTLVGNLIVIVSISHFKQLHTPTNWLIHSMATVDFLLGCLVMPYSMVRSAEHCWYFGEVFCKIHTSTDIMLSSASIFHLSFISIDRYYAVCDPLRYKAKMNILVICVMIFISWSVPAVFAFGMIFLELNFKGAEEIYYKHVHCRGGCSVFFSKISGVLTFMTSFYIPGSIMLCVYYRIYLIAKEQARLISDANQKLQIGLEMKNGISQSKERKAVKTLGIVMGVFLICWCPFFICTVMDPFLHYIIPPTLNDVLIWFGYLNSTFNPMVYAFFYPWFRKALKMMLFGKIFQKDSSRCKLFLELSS
#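 test system = CHO RD-HGA16 cells bearing hTAAR1 | replication = singlicate | controls = DMSO-only wells and EC80 β-PEA-stimulated wells | reagent = EC80 β-phenethylamine stimulus | read-out basis = percent inhibition of PEA-evoked calcium signal, max/basal emission ratio | schedule = seeding 17-24 h prior, 75-min 37 °C, 30-min RT dye loading | signal = kinetic Fluo-8 calcium fluorescence measurement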
# V1R ag counter – V1a receptor agonism, counter-screen for OXTR agonists | CHO-V1R cells, Fluo-8 calcium fluorescence, agonist mode; 0% DMSO, 100% 3 nM vasopressin | 320,000 compounds, 0.25% hits | activation, % at 3 µM;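 active = activation above the mean activation of all tested compounds plus 3 SD, per screening run, cut at about 20% in these data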;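 note: signal is peak over basal fluorescence ratio across a 100 second FLIPR read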
# Target sequence (P37288 whole entry, looked up): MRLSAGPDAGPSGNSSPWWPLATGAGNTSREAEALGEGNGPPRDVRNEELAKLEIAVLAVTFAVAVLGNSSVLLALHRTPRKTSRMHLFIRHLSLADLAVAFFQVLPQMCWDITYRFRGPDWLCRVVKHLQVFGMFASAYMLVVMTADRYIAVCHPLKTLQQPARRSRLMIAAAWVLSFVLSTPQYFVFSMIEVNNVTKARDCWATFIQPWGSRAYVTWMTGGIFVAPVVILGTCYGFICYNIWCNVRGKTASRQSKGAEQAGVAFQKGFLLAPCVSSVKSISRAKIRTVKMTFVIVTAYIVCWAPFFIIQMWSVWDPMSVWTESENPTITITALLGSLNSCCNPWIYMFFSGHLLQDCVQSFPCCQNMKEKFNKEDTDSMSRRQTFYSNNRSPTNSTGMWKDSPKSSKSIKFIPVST
# CHO-K1 Ca ag – M1 agonist counterscreen hit in parental CHO-K1 cells; Fluo-8 calcium fluorescence; scaled to maximal ATP response, vehicle zero; 360,000 compounds, 0.48% hits; activation, % at 3 µM; in the data active = activation above about 15%;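 note: untransfected CHO-K1 host cells lacking M1 receptor as counterscreen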
# OXTR potentiator – human OXTR potentiation; 320,000 compounds, 0.061% hits; AID 2445; P30559; CHO-OTR cells, Fluo-8 calcium fluorescence, potentiator mode; 0% = oxytocin EC15, 100% = EC100; activation, % at 3 µM;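 active = activation above that plate's cutoff, the mean activation of tested compounds plus 3 SD, cut at about 6.6% in these data, passing the limit was not always enough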;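 note: 100% uses oxytocin at 75 nM as the full agonist control; some results filed as inactive read as strong as hits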
#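 Assay system: CHO cell line stably expressing human OTR. Reagent: EC15 oxytocin agonist. Dosing: single dose, 3.0 µM nominal final compound concentration. Timing: compound 6 min at room temperature before oxytocin, 100 s read. Signal: kinetic Fluo-8 calcium fluorescence. Controls: oxytocin EC15 low and EC100 high.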
# CHO-K1 Ca antag – M1 antagonist counterscreen hit in parental CHO-K1 cells; inhibition, % at 3 µM; ATP-induced calcium, Fluo-8 fluorescence; AID 602250; 360,000 compounds, 0.6% hits;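 active = inhibition above a per-plate cutoff, the plate's mean sample inhibition plus 3 SD, cut at about 24% in these data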;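 note: 0% = DMSO plus EC80 ATP and 100% = DMSO alone without ATP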
# M1 ag – activates human CHRM1 receptor. AID 588814. CHO-K1 hM1, Fluo-8 calcium fluorescence, agonist mode; 0% DMSO, 100% acetylcholine EC100. activation, % at 3 µM. P11229. 360,000 compounds, 0.33% hits;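 active = activation above the run's mean compound activation plus 3 SD, cut at about 16% in these data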;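 note: peak over basal fluorescence ratio within a 140 s kinetic read after compound addition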
# CHO-K1 Ca PAM – counter-screen for M1 PAMs: effect in parental CHO-K1 cells | 360,000 compounds, 0.02% hits | ATP EC20, Fluo-8 calcium fluorescence; 0% at ATP EC20, 100% at ATP max | activation, % at 3 µM | AID 602247;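 active = activation above the run cutoff, the mean activation of all test compounds plus 3 SD, cut at about 40% in these data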;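 note: peak over basal fluorescence ratio in a 140 s read after ATP addition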
# TAAR1 ag – agonists of human TAAR1; Q96RJ0; CHO RD-HGA16 TAAR1, Fluo-8 calcium fluorescence; vehicle wells 0%, saturating PEA agonist 100%; activation, % at 3 µM; 360,000 compounds, 0.99% hits; AID 624467;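 active = activation above the mean activation of all test compounds in the run plus 3 SD, cut at about 38% in these data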
#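 System: CHO RD-HGA16 cells carrying human TAAR1 plus Gα16; Incubation: 17-24 h seeding, 75 min 37 °C dye, 30 min RT; Measured by: Fluo-8 fluorescence, 5 s baseline then 140 s kinetic read; Control set: DMSO and PEA EC100; Replication: single well for each compound.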
# * = called active by the depositor; / = no result given.
# Below each compound: CHO parental Ca	TAAR1 antagonist	V1R ag counter	CHO-K1 Ca ag	OXTR potentiator	CHO-K1 Ca antag	M1 ag	CHO-K1 Ca PAM	TAAR1 ag
1. CCOC(=O)CNC(=O)N1CCCC(C(=O)c2ccccc2SC)C1 (centres undefined)
    -8	-18	-0.9	0.5	1	-7	-7	14	-2
2. O=NN(C(=O)NC1CCC(C(=O)O)CC1)C1CCC(C(=O)O)CC1 (centres undefined)
    /	-14	/	0.3	/	6	-2	2	2
3. COc1cccc(-c2nc(C(N)=O)c3[nH]c(=O)n(-c4cccc(Cl)c4)c3n2)c1OC
    -22	-1	-0.1	0.3	-6	-11	-3	17	1
4. COc1ccc(N(Cc2cc3ccc(C)cc3[nH]c2=O)S(=O)(=O)c2ccccc2)cc1
    -10	/	-0.1	0.2	-9	4	-3	19	/
5. CC1CCCCN1C(=O)N[C@@H](Cc1ccccc1)C(=O)O (some centres undefined)
    -3	2	0.5	0.3	-3	-19	-4	12	12
6. CCOc1ccc(Oc2ccc(NC(=O)[C@@H](NC(N)=O)[C@@H](C)CC)cc2)cc1
    -4	-3	0.0	0.1	-17	-4	-3	-8	1
7. O=C(Nc1c(Cl)cc(Cl)cc1C(=O)NCc1cccnc1)c1ccc(Cl)cc1Cl
    -21	-9	-0.1	-0.2	-2	15	-3	-8	4
8. CCOc1cccc(CNCCSc2nnnn2C)c1
    -1	-4	-0.1	0.0	-4	-18	-7	16	0
9. O=C(NCC1CCCO1)c1nnc(Cc2ccc(F)cc2)o1 (centres undefined)
    4	-18	0.9	-0.3	-3	-1	-4	-1	1
10. NCC(O)(c1ccc(Cl)cc1)c1ccc(Cl)cc1
    14	5	12	3.9	-20	4	2	9	23
11. Cc1ccc(NC(=O)C(C)SCc2ccccc2)cc1 (centres undefined)
    -4	2	-0.4	0.3	-12	2	-7	6	0
12. CC(C)Oc1ccc(CC(=O)NNC(=S)Nc2ccccc2)cc1
    -9	-28	0.2	1.4	-7	7	0	-13	2
13. COc1cc(C(=O)Nc2ccc(S(=O)(=O)Nc3cnc4ccccc4n3)cc2)cc(OC)c1OC
    -12	-12	1.6	0.1	3	-2	-8	3	-1
14. COc1cc(/C=N\Nc2nc(-c3cccs3)c(NC(C)=O)s2)ccc1O
    -5	-7	1.6	0.5	-5	0	-3	-16	0
15. Cc1cccc(-n2c(C)nc3ccsc3c2=O)c1
    -4	-8	0.2	0.7	-1	-12	-4	25	2
16. COc1ccc(Cn2cccc(NC(=O)Nc3cccc(OC)c3)c2=O)cc1
    -11	1	2.0	3.8	2	-1	3	10	6
17. COc1ccc(NC(=O)c2nc(C)c(C3(C)CC(c4cccnc4)=NO3)s2)cc1 (centres undefined)
    -16	7	7.7	2.7	-10	-7	-8	-8	10
18. CCC(C)NC(=O)Cn1c(=O)n(CCCCC(=O)NCc2ccco2)c(=O)c2ccccc21 (centres undefined)
    -15	14	-0.1	0.1	0	-24	-5	22	8
19. CC(=O)c1ccc(NC(=O)C2CCCNC2=O)cc1 (centres undefined)
    -12	14	1.8	0.1	-3	10	-3	6	3
20. CC(=O)Nc1ccc(-n2c(C)c(C(C)=O)c(C(C)=O)c2C)cc1
    -2	4	-0.1	0.1	-13	-11	2	8	12
21. CCOC(=O)c1[nH]c(C)c(C(=O)Nc2ccc3c(c2)OCCO3)c1C
    7	10	-0.1	0.6	1	-6	-6	2	10
22. COc1ccc(CCNC(=O)c2cc3sc(Cl)cc3n2C)cc1OC
    -21	-12	0.6	-0.3	-6	24*	-6	-2	0
23. Cc1ccc(S(=O)(=O)NC(=O)c2ccc(-c3ccc(C)c4ccccc34)o2)cc1
    -18	-3	0.0	-0.2	-4	7	-6	7	0
24. COc1ccc(/C(C)=N/NC(=S)NCCc2ccccc2)cc1
    -14	13	-1.0	0.1	-4	-12	-5	11	1
25. Cc1ccc(-c2csc3nc(SCC(=O)N(C)C)n(Cc4ccccc4)c(=O)c23)cc1
    -39	-45	-0.2	-0.5	-9	15	-5	5	1
26. Cc1ccc2nsnc2c1S(=O)(=O)N1CCOCC1
    -10	12	-0.4	-0.4	-3	9	-3	-9	6
27. COc1ccc(N2C(=O)c3ccccc3NC2c2ccc(OC)c(COc3ccccn3)c2)cc1 (centres undefined)
    -9	3	0.0	1.0	-3	5	-6	5	1
28. COc1ccc(C(=O)OCCN=C2NS(=O)(=O)c3ccccc32)cc1OC
    -9	-2	2.0	4.3	3	-21	0	9	4
29. COc1cc(OC)cc(-c2c(-c3cccs3)c3cc(-c4ccc(OC)c(OC)c4)ccc3n2C)c1
    -14	7	0.3	2.6	4	-13	-2	16	6
30. Cc1c(-c2ccc(Br)cc2)[n+](=O)c2c(n1[O-])CCCCC2
    -5	-6	-0.4	1.0	-7	-10	-5	11	1
31. CC(C)(C)c1ccc(NC(=O)N2CCCN(c3c(Cl)cncc3Cl)CC2)cc1
    -10	23	-0.9	0.5	-4	6	2	3	9
32. CC1(C)CC(=O)C2=C(C1)Nc1ccccc1NC2c1ccccn1 (centres undefined)
    -13	-24	0.1	0.4	0	-3	-2	4	1
33. CN(C(=O)CC1C(=O)NCCN1Cc1ccc2ccccc2c1)C1CCOCC1 (centres undefined)
    -20	-15	0.1	0.9	-4	6	0	19	3
34. Fc1ccccc1NC(=S)NC1CCCC1
    -6	-4	-0.9	0.2	-17	7	-3	-8	-1
35. O=[N+]([O-])c1c(Nc2ccccc2O)ccc2nonc12
    2	0	0.8	0.6	0	-3	-15	8	1
36. CCOC(=O)Nc1ccc2c(c1)N(C(=O)CCN(CC)CC)c1ccccc1S2=O (centres undefined)
    -6	-11	-0.5	1.4	-3	-10	-9	13	2
37. COc1ccc(CCNC(=O)C2CCN(c3nn4c(=O)cc(C)nc4s3)CC2)cc1OC
    -3	-23	0.1	0.0	-2	-4	-5	11	4
38. Cc1ccc(S(=O)(=O)N(C)c2ccc(C(=O)Nc3cccc(C)n3)cc2)cc1
    -9	41	3.7	8.1	-7	-7	-1	10	3
39. O=C(CCCCCNC(=O)c1ccccc1)N/N=C/c1ccccc1
    -10	-5	-0.6	0.2	-4	-9	-7	16	8
40. CCOc1ccc(C2CC(c3cccc(OC)c3)Nc3nc(N)nn32)cc1 (centres undefined)
    -3	5	2.8	-0.3	-2	19	-2	-3	2
41. Cn1nc(C(=O)Nc2nc3ccccc3[nH]2)ccc1=O
    -13	-18	-0.5	-0.2	-8	-7	-6	11	3
42. O=C(NCc1ccccc1)N[C@@H](Cc1ccccc1)C(=O)O
    -3	5	-0.1	-0.1	0	-10	-3	11	7
43. COc1ccc(Oc2nnc(C)c3ccccc23)cc1
    -8	-17	0.3	-0.1	-8	-6	-3	17	7
44. CCOc1cccc(C(=O)Nc2ccc3[nH]ncc3c2)c1
    -7	-13	-0.7	0.2	-7	-2	-5	11	-1
45. Clc1ccccc1/C=C/c1nc(-c2cccnc2)no1
    -6	-22	-0.7	-0.5	-16	-2	-4	-8	1
46. O=C(COC(=O)c1ccc(N2CCCC2=O)cc1)Nc1ccccc1
    -11	14	1.4	0.9	-3	-2	6	-8	11
47. Cc1nnc(SCC(=O)Nc2sc3c(c2C(=O)c2ccccc2)CCCC3)s1
    -13	-7	2.1	1.6	-8	-14	-6	25	28
48. O=C(CSc1nnc2c(n1)[nH]c1ccccc12)Nc1cccc(S(=O)(=O)N2CCOCC2)c1
    1	70*	5.2	0.5	-8	-10	-3	18	12
49. Cc1ccc(C(=O)N(Cc2cccs2)C2CCS(=O)(=O)C2)cc1 (centres undefined)
    -16	-14	1.2	2.7	2	-14	-1	12	2
50. O=C(COc1ccccc1Cl)NNC(=O)c1ccc(-n2cncn2)c([N+](=O)[O-])c1
    -9	5	0.3	0.6	-6	-12	-1	20	18

# Some of these compounds in order of molar mass, smallest number first.
# Below each compound: CHO parental Ca	TAAR1 antagonist	V1R ag counter	CHO-K1 Ca ag	OXTR potentiator	CHO-K1 Ca antag	M1 ag	CHO-K1 Ca PAM	TAAR1 ag
46. O=C(COC(=O)c1ccc(N2CCCC2=O)cc1)Nc1ccccc1
    -11	14	1.4	0.9	-3	-2	6	-8	11
38. Cc1ccc(S(=O)(=O)N(C)c2ccc(C(=O)Nc3cccc(C)n3)cc2)cc1
    -9	41	3.7	8.1	-7	-7	-1	10	3
37. COc1ccc(CCNC(=O)C2CCN(c3nn4c(=O)cc(C)nc4s3)CC2)cc1OC
    -3	-23	0.1	0.0	-2	-4	-5	11	4

# Structures listed so far containing a halogen (ten):
# Below each compound: CHO parental Ca	TAAR1 antagonist	V1R ag counter	CHO-K1 Ca ag	OXTR potentiator	CHO-K1 Ca antag	M1 ag	CHO-K1 Ca PAM	TAAR1 ag
3. COc1cccc(-c2nc(C(N)=O)c3[nH]c(=O)n(-c4cccc(Cl)c4)c3n2)c1OC
    -22	-1	-0.1	0.3	-6	-11	-3	17	1
7. O=C(Nc1c(Cl)cc(Cl)cc1C(=O)NCc1cccnc1)c1ccc(Cl)cc1Cl
    -21	-9	-0.1	-0.2	-2	15	-3	-8	4
9. O=C(NCC1CCCO1)c1nnc(Cc2ccc(F)cc2)o1 (centres undefined)
    4	-18	0.9	-0.3	-3	-1	-4	-1	1
10. NCC(O)(c1ccc(Cl)cc1)c1ccc(Cl)cc1
    14	5	12	3.9	-20	4	2	9	23
22. COc1ccc(CCNC(=O)c2cc3sc(Cl)cc3n2C)cc1OC
    -21	-12	0.6	-0.3	-6	24*	-6	-2	0
30. Cc1c(-c2ccc(Br)cc2)[n+](=O)c2c(n1[O-])CCCCC2
    -5	-6	-0.4	1.0	-7	-10	-5	11	1
31. CC(C)(C)c1ccc(NC(=O)N2CCCN(c3c(Cl)cncc3Cl)CC2)cc1
    -10	23	-0.9	0.5	-4	6	2	3	9
34. Fc1ccccc1NC(=S)NC1CCCC1
    -6	-4	-0.9	0.2	-17	7	-3	-8	-1
45. Clc1ccccc1/C=C/c1nc(-c2cccnc2)no1
    -6	-22	-0.7	-0.5	-16	-2	-4	-8	1
50. O=C(COc1ccccc1Cl)NNC(=O)c1ccc(-n2cncn2)c([N+](=O)[O-])c1
    -9	5	0.3	0.6	-6	-12	-1	20	18
